# 697 NFkB inh: lowers PMA/ionomycin-induced NF-kB signal in 697 B cells | 697 B-cell NF-kB luciferase reporter, 16 h | actives 0.33% (n = 330,000) | inhibition, % at 4 µM; in the data active = inhibition above about 35%
# Jurkat NFkB inh: inhibitors of the PMA/ionomycin-induced NF-kB reporter in Jurkat cells; PMA/ionomycin-induced NF-kB luciferase reporter, luminescence; inhibition, % at 4 µM; actives 0.53% (n = 330,000); AID 435003; in the data active = inhibition above about 50%
# CHOP UPR activ: apoptotic UPR (CHOP) activation. CHO-CHOP luciferase reporter, luminescence; percent of tunicamycin response over DMSO baseline. activation, % at 10 µM. actives 0.34% (n = 330,000). AID 449763;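 active = at 10 µM dose, activation of 40% or more, normalized to positive control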;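 note: 100% = tunicamycin at 10 µg/mL and 0% = DMSO alone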
#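 Test system: CHO-CHOP cells, stable luciferase reporter of PERK-eIF2a-CHOP signalling | Quantity: 500 CHO-CHOP cells per well | Buffer or medium: F12 plus 10% serum | Compound dosing: 10 µM single point, 0.5% DMSO | Schedule: 6 h compound treatment, 37 °C | Signal: Luciferase luminescence | Control set: Tunicamycin high control, DMSO low control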
# XBP1 UPR activ: adaptive UPR (XBP1) activation; CHO-XBP1 luciferase reporter, IRE1-XBP1 UPR activation, luminescence; percent of tunicamycin response, DMSO as zero; activation, % at 20 µM; actives 0.33% (n = 330,000);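 active = versus positive control, 20 µM dose yields 30% or more activation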;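 note: 100% = tunicamycin at 10 µg/mL and 0% = DMSO only wells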
#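 assay system = CHO-XBP1 luciferase reporter cells | amount = 1000 cells/well | buffer or medium = F12 plus 10% FBS | compound dosing = single point, 20 µM final compound, 1% DMSO | incubation = 16-18 h cell attachment at 37 °C, then 6 h compound exposure | detection = Steady-Glo luminescence read | controls = tunicamycin 10 µg/mL and vehicle-only wells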
# CCR6 antag: blocks CCL20-driven beta-arrestin recruitment at human CCR6; AID 493098; P51684; inhibition, % at 20 µM; CHO-K1 CCR6 PathHunter beta-arrestin, luminescence, CCL20-stimulated; actives 0.49% (n = 340,000);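 active = compounds whose inhibition of the agonist-driven luminescence signal at 20 µM reaches about 50%, limit read from the data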;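 note: cells stimulated with CCL20 at 14 nM final; plate controls were DMSO with CCL20 for no effect and DMSO without agonist for full effect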
# Target sequence (P51684 whole entry, looked up): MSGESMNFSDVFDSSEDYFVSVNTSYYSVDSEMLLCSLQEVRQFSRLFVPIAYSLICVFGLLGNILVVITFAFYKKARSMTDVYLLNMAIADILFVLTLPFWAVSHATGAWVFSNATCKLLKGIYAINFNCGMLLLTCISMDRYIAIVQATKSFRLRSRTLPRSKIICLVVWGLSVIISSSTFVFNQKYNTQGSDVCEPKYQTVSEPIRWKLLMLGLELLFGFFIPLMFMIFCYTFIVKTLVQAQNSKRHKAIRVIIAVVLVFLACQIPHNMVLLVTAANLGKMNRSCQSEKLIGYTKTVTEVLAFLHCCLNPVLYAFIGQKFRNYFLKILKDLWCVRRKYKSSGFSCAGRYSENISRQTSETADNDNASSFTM
# CXCR6 block: CXCR6 (human) receptor inhibition; CHO-K1 PathHunter CXCR6 beta-arrestin, luminescence; inhibition, % at 20 µM; actives 0.36% (n = 360,000); in the data active = inhibition above about 34%, passing the limit was not always enough;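 note: antagonist mode with CXCL16 agonist at 10 nM final; 0% = 10 nM CXCL16 with DMSO and 100% = unstimulated wells without agonist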
# Target sequence (O00574 whole entry, looked up): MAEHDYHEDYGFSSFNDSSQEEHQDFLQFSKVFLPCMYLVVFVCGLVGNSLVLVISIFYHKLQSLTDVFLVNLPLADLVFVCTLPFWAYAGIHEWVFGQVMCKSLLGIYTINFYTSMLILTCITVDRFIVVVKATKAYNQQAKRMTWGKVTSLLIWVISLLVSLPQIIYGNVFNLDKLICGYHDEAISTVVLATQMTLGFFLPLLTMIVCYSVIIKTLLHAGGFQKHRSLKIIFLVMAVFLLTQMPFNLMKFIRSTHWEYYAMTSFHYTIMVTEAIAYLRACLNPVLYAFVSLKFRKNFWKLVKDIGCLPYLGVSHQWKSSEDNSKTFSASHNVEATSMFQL
# EBI2 block: EBI2 (human) antagonism. EBI2 beta-arrestin recruitment, luminescence, 7a,25-OHC stimulated. P32249. actives 0.81% (n = 360,000). inhibition, % at 5 µM; in the data active = inhibition above about 38%;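 note: enzyme fragment complementation signal reports receptor beta-arrestin coupling in cells; 0% = agonist plus DMSO wells and 100% = wells without agonist; some results beyond the cut were filed as inactive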
# Target sequence (P32249 whole entry, looked up, the tested form may be a part): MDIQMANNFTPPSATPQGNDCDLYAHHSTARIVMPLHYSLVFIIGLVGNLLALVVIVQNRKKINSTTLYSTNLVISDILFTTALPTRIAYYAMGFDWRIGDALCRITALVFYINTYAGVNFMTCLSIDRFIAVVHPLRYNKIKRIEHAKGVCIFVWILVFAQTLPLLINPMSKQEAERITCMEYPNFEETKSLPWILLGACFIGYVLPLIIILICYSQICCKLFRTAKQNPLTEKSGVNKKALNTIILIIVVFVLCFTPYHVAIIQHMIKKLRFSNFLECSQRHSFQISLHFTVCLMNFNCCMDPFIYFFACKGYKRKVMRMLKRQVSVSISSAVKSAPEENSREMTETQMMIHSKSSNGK
# Mdm2 MdmX PPI: inhibitors of human Mdm2/MdmX interaction; inhibition, % at 8 µM; O15151+Q00987; SaOS-2 split-luciferase Mdm2/MdmX complementation, luminescence; AID 485346; actives 3% (n = 330,000);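 active = inhibition of at least 50% at 8 µM in the primary screen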
# Gli-Sufu antag: Gli-Sufu pathway antagonism; Sufu-KO-LIGHT fibroblasts, Gli luciferase reporter luminescence; inhibition, % at 5 µM; actives 0.74% (n = 340,000);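 active = inhibition above about 55%, limit read from the data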;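 note: 0% = DMSO-treated cells and 100% = wells with medium but no cells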
# An asterisk follows results filed as active; . = not tested or not shown. Compounds were not picked by outcome, and some 5% of all compounds hit somewhere here.
cpd	SMILES	697 NFkB inh	Jurkat NFkB inh	CHOP UPR activ	XBP1 UPR activ	CCR6 antag
1	O=C(NCC(=O)N1CCN(Cc2ccccc2)CC1)c1cc(Cl)cc([N+](=O)[O-])c1	0	4	-2.5	-3	-9
2	CC1Cc2ccccc2N1Cc1nc2cc(Cl)ccc2c(=O)[nH]1 (stereo not drawn)	0	4	-1.8	-3	-14
3	CC1(C2CC2)NC(=O)N(CC(=O)Nc2ccccc2-c2ccccc2)C1=O (stereo not drawn)	-6	-14	-0.5	1	-1
4	O=C(NCc1ccccn1)c1nc(Cn2cc([N+](=O)[O-])cn2)no1	-2	13	2.4	-2	11
5	O=C(NC(Cc1ccccc1)C(=O)O)c1cccnc1Cl (stereo not drawn)	12	5	1.0	-4	9
6	CCn1nc(C)c(CNC(=O)C2CCC(=O)N(CCc3ccc(OC)cc3)C2)c1C (stereo not drawn)	1	4	1.2	-1	8
7	Nc1nn(S(=O)(=O)c2cccc3nsnc23)cc1-c1ccc(Br)cc1	-15	22	0.6	-2	-1
8	COC(=O)CCC(=O)OC1(C)C(=O)C2=CN(C3CC3)C(c3ccc(OC)cc3)=CC2=C(Br)C1=O (stereo not drawn)	-27	-5	0.3	-3	-8
9	Cc1cc(=O)oc(C)c1C(=O)OCC(=O)c1ccc2ccccc2c1	-29	4	-0.7	-3	20
10	O=C(Nc1ccc(C2=NCCN2)cc1)c1ccc(C(=O)Nc2ccc(C3=NCCN3)cc2)c(Cl)c1	10	-29	-1.1	-1	-20
11	C=CCn1nc2ccccc2c1OCCO	-21	-4	2.6	-1	-5
12	Cc1ccc(CN(C)C(=O)C2CCC(=O)N(C3CCCCCC3)C2)cc1 (stereo not drawn)	-1	1	0.5	-6	5

cpd	CXCR6 block	EBI2 block	Mdm2 MdmX PPI	Gli-Sufu antag
1	-8	-7	20	-23
2	2	3	12	2
3	5	2	-16	-8
4	0	1	-2	-8
5	-1	10	16	9
6	8	1	-4	2
7	10	27	39	11
8	-4	-11	-4	-5
9	-10	10	7	-11
10	-1	-6	6	1
11	-2	-18	32	-4
12	-7	9	-1	-3

# The list goes on:
cpd	SMILES	697 NFkB inh	Jurkat NFkB inh	CHOP UPR activ	XBP1 UPR activ	CCR6 antag
13	COC(=O)c1ccc(OCC(O)Cn2nnc3ccccc32)cc1 (stereo not drawn)	1	-38	1.5	-1	13
14	CCC(O)C1CCN(Cc2cn(-c3ccc(OC)cc3)nc2-c2cccc(F)c2)CC1 (stereo not drawn)	-2	-9	1.0	2	-2
15	COc1ccc(C/C(C)=N/NC(=O)C2COc3ccccc3O2)cc1 (stereo not drawn)	9	2	0.5	1	17
16	COc1ccc(/C=C2\SC(=O)N(CCn3cnnn3)C2=O)cc1	8	3	4.2	10	11
17	Cc1cccn2c(=O)nc(SCC(=O)Nc3cccc4ccccc34)nc12	-15	-19	0.0	3	2
18	CC1Cc2cc(S(=O)(=O)N3CCC(C(N)=O)CC3)ccc2N1C(=O)C1CC1 (stereo not drawn)	-11	0	1.5	-4	1
19	O=C(N/N=C/c1sc(=O)n(Cc2ccc(Br)cc2)c1Cl)c1ccco1	-7	14	2.7	-5	6
20	Cc1ccc(S(=O)(=O)N2CCN(S(=O)(=O)c3ccc(C)cc3)C2)cc1	-18	1	-0.8	0	-15
21	C#CCOCCOCCOCCNc1nc(N2CCN(C(=O)[C@H](CCC(=O)O)n3cc([C@@H](N)[C@H](C)CC)nn3)CC2)nc(N2CCN(C(=O)[C@H](CCCCN)n3cc([C@@H](N)CC(N)=O)nn3)CC2)n1	13	4	0.5	1	6
22	CNC(=O)c1ccccc1S(=O)c1ccccc1COC(C)=O (stereo not drawn)	2	10	-0.9	3	4
23	O=C(c1cccc(S(=O)(=O)Nc2cccc(C(F)(F)F)c2)c1)N1CCCCC1	-20	-8	-1.7	-1	1
24	CCCCC(NS(=O)(=O)c1ccc(C)cc1)C(=O)Oc1ccc2c3c(c(=O)oc2c1)CCC3 (stereo not drawn)	5	-2	-1.3	-1	-14

cpd	CXCR6 block	EBI2 block	Mdm2 MdmX PPI	Gli-Sufu antag
13	-7	1	0	-27
14	3	-3	26	5
15	0	-2	-3	-9
16	0	-1	-59	-4
17	1	0	7	14
18	4	6	10	-5
19	2	-32	59*	-23
20	8	24	-28	-2
21	-4	-3	3	5
22	-5	5	27	-1
23	0	-12	25	-4
24	-9	0	26	0

# Whole records, quoted from the list. Values in the order: 697 NFkB inh, Jurkat NFkB inh, CHOP UPR activ, XBP1 UPR activ, CCR6 antag, CXCR6 block, EBI2 block, Mdm2 MdmX PPI, Gli-Sufu antag
# Shown for O=C(N/N=C/c1sc(=O)n(Cc2ccc(Br)cc2)c1Cl)c1ccco1 → -7, 14, 2.7, -5, 6, 2, -32, 59*, -23
# Shown for C#CCOCCOCCOCCNc1nc(N2CCN(C(=O)[C@H](CCC(=O)O)n3cc([C@@H](N)[C@H](C)CC)nn3)CC2)nc(N2CCN(C(=O)[C@H](CCCCN)n3cc([C@@H](N)CC(N)=O)nn3)CC2)n1 → 13, 4, 0.5, 1, 6, -4, -3, 3, 5

# Next compounds.
cpd	SMILES	697 NFkB inh	Jurkat NFkB inh	CHOP UPR activ	XBP1 UPR activ	CCR6 antag
25	COc1ccc(C)cc1S(=O)(=O)Nc1cccc(Cl)c1	-32	-2	-1.0	-4	3
26	COc1ccc(NC(=O)CN(C)C(=O)c2ccc(N3CCCCC3)c([N+](=O)[O-])c2)cc1	-19	-24	-1.4	-1	26
27	C=C1CCN([C@@H](Cc2ccccc2)C(=O)NCc2ccccc2)S(=O)(=O)c2ccccc21	18	22	0.5	-1	8
28	CN(CC(=O)N1CCN(c2cccc(Cl)c2)CC1)S(=O)(=O)c1cnc[nH]1	3	1	4.1	-2	-2
29	O=C(Nc1ccc2cn[nH]c2c1)c1ccccc1F	-88	-93	4.9	0	7
30	CCCSc1cc(Cl)nc(N)n1	23	-3	-2.0	0	5
31	CC1=C(C)CC(C(=O)NCc2c(F)cccc2Cl)C(C(=O)O)C1 (stereo not drawn)	10	11	-0.7	5	0
32	COc1ccc(Nc2cc3n(c(=O)n2)CCc2cc(OC)c(OC)cc2-3)c(C)c1	11	13	-0.6	11	-2
33	CC(=O)Nc1ccc(NC(=O)c2ccccc2N(C)S(=O)(=O)c2ccccc2)cc1	-9	-1	-2.3	-5	-6
34	CCn1cc(C(=O)N[C@H](C(=O)NCCCOC)C(C)C)c(=O)c2cc3c(cc21)OCO3	3	3	1.3	-6	0
35	CCOc1ccc(CN(C(=O)c2oc3ccccc3c2C)C2CCS(=O)(=O)C2)cc1 (stereo not drawn)	1	3	-0.4	0	-6
36	O=C(Cn1cc2c(n1)CCCC2)NCCCN1CCN(c2ccccc2F)CC1	18	1	-0.6	-1	3

cpd	CXCR6 block	EBI2 block	Mdm2 MdmX PPI	Gli-Sufu antag
25	5	-4	-22	-1
26	8	1	13	0
27	8	4	-6	2
28	3	-14	-3	11
29	-1	-22	-86	-73
30	-7	10	11	0
31	6	-11	11	8
32	-2	-9	30	-8
33	-4	-5	16	-6
34	1	-5	-12	-6
35	-2	8	14	5
36	6	4	1	-10

# Next records follow:
cpd	SMILES	697 NFkB inh	Jurkat NFkB inh	CHOP UPR activ	XBP1 UPR activ	CCR6 antag
37	Cc1cccc2c(C(=O)N3CCN(C(=O)c4ccco4)CC3)cc(-c3cccc(Br)c3)nc12	-16	-10	-1.4	-4	17
38	NC(=O)CC(NC(=O)Cc1ccc(Br)cc1)c1ccc(NC2CCN(Cc3ccccc3)CC2)c([N+](=O)[O-])c1 (stereo not drawn)	28	29	0.9	2	22
39	O=C(c1cn(-c2ccccc2)nc1-c1ccc(F)cc1)N1CCCCC1	-19	-21	-1.7	0	7
40	COc1ccc(S(=O)(=O)Nc2ccccn2)cc1	3	3	-0.4	-3	3
41	CCOC(=O)c1ccc(CNC(=O)Cn2nnc(-c3ccc(C)cc3)n2)o1	17	-5	-3.1	-1	-1
42	N/C(=C/C(=O)c1ccccc1O)C(F)(F)F	7	9	-1.3	-3	12
43	O=c1cnnc(N/N=C/c2ccccn2)[nH]1	-6	43	-3.4	1	-10
44	C=CCC(c1ccccc1)N(C(C)=O)c1ccco1 (stereo not drawn)	19	-1	-0.7	-3	0
45	COc1ccc(OCc2n[nH]c(=S)n2Cc2ccco2)cc1	-4	0	0.3	-1	22
46	CCOc1ccccc1C=NNC(=O)c1cccc2ccccc12	.	.	.	.	14
47	CCOc1ccc(-n2c(SCC)nc3c(c2=O)SCC3)cc1	9	5	0.0	-1	3
48	Cc1ccc(-c2nnn(CC(=O)N(c3cnc4ccccc4c3)C(C(=O)NC3CCCC3)c3ccncc3)n2)o1 (stereo not drawn)	21	7	-1.2	-3	12

cpd	CXCR6 block	EBI2 block	Mdm2 MdmX PPI	Gli-Sufu antag
37	3	3	27	-3
38	9	10	12	2
39	10	-1	-3	-1
40	5	-3	21	-5
41	-1	0	36	-9
42	-12	2	11	-1
43	-7	-5	82*	74*
44	-3	-4	-17	-15
45	9	8	-2	-3
46	7	1	.	-22
47	-1	2	8	7
48	4	-2	16	2

# Carrying on:
cpd	SMILES	697 NFkB inh	Jurkat NFkB inh	CHOP UPR activ	XBP1 UPR activ	CCR6 antag
49	O=c1c2ccccc2ncn1CCOc1ccccc1[N+](=O)[O-]	-38	-31	2.4	3	-4
50	Cc1cc2cc(C)c(SCC(=O)NCc3ccco3)nc2cc1C	-13	0	-1.4	0	9
51	COc1ccc(Br)cc1C(=O)Nc1cccc(C)c1	19	-18	0.7	-3	11
52	CC(=O)N1CCN(Cc2nc3cc(NC(=O)C4CCCCC4)ccc3n2C)CC1	-7	-4	-0.9	3	-4
53	Cc1coc2c1c(C)cc1oc(=O)c(CC(=O)NCC(=O)O)c(C)c12	-1	8	2.4	0	7
54	O=C(Nc1sc2c(c1C(=O)O)CCCC2)c1ccccc1Cl	3	1	2.1	5	5
55	CCn1c(-c2nn(-c3ccc(C)cc3)ccc2=O)n[nH]c1=S	12	9	0.7	1	-5
56	C/C(=C\c1ccccc1)CN1CCC(C(=O)N2CCC(C)CC2)CC1	-7	-5	-0.1	0	-3
57	O=C(Nc1cccc(S(=O)(=O)Nc2ccccc2F)c1)c1ccco1	18	0	-0.4	-4	-3

cpd	CXCR6 block	EBI2 block	Mdm2 MdmX PPI	Gli-Sufu antag
49	2	-1	-28	-43
50	-3	-3	7	8
51	-3	-2	4	6
52	3	1	15	-7
53	4	1	1	-17
54	-8	-12	-6	2
55	-3	-2	17	-1
56	-7	-13	-30	0
57	-4	5	24	3

# Some of the entries so far, with two lines to a compound.
# Each structure is followed by: 697 NFkB inh	Jurkat NFkB inh	CHOP UPR activ	XBP1 UPR activ	CCR6 antag	CXCR6 block	EBI2 block	Mdm2 MdmX PPI	Gli-Sufu antag
1. O=C(NCC(=O)N1CCN(Cc2ccccc2)CC1)c1cc(Cl)cc([N+](=O)[O-])c1
    0	4	-2.5	-3	-9	-8	-7	20	-23
2. CC1Cc2ccccc2N1Cc1nc2cc(Cl)ccc2c(=O)[nH]1 (stereo not drawn)
    0	4	-1.8	-3	-14	2	3	12	2

# An excerpt from above in order of their number in CCR6 antag, ascending.
no. | Structure | CCR6 antag
55 | CCn1c(-c2nn(-c3ccc(C)cc3)ccc2=O)n[nH]c1=S | -5
54 | O=C(Nc1sc2c(c1C(=O)O)CCCC2)c1ccccc1Cl | 5
50 | Cc1cc2cc(C)c(SCC(=O)NCc3ccco3)nc2cc1C | 9
51 | COc1ccc(Br)cc1C(=O)Nc1cccc(C)c1 | 11

# Source: PubChem
